Bioassay records (PubChem)
HCMV inh = inhibitors of human cytomegalovirus. HFF cells, HCMV-luciferase reporter, 72 h; active compounds read low. activity change, negative = inhibition, % at 57.5 µM. 4.5% of 410,000 active; in the data active = activity change below about -60%; inconclusive = no clear call, values can overlap the other calls; inactive = above about -39%
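Luciferase read-out from HCMV-luciferase-infected HFFs (MOI 1 PFU/cell) 72 h post infection at 37C; compounds added after 16 h cell attachment; activity normalized between buffer-only basal and Salinomycin (10uM) inhibitor controls.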
HCV inhibitor = inhibitors of hepatitis C virus infection. 3.4% of 340,000 active. Potency, µM (top dose mostly 41.8 µM), for inactives: at the top dose activity change, negative = inhibition, actives largely listed as inhibitors. Huh7.5.1 HCVcc-Cre infection, luciferase reporter, 44 h. AID 651820; note: potency is the fitted concentration of half-maximal effect
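Cells seeded at 1,000/well and cultured 4 h, then compounds added followed by HCVcc-Cre virus (~0.5 moi). After 44 h further culture, luciferase substrate was added, plates held 15 min at room temperature, and luminescence read for 15 sec.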
AmpC no deterg = AmpC beta-lactamase inhibition without detergent. P00811. AmpC nitrocefin hydrolysis, absorbance 480 nm, 0.0001% Triton. Potency, µM (titrated, usually from 57.1 µM), without a hit: top-dose activity change, negative = inhibition, hits mostly inhibitors. 0.52% of 330,000 active;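 note: potency is the fitted concentration of half-maximal effect; plate controls were no compound for no effect and no enzyme for full effect; nearly all actives have a fitted effect of over 20% in size; some results filed as inactive show a strong effect at the top dose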
Target sequence (P00811 whole entry, looked up): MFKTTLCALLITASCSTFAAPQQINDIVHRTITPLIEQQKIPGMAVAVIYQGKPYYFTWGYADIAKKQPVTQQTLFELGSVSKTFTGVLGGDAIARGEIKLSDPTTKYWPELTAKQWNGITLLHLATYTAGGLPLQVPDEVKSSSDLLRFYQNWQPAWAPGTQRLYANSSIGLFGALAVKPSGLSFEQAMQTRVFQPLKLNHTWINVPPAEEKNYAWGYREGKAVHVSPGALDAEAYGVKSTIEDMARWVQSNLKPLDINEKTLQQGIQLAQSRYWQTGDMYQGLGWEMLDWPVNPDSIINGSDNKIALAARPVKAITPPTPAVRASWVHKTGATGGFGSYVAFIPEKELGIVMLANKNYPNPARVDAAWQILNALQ
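20 mM phosphate pH 7.0 + 0.01% (detergent screen) or 0.0001% Triton X-100; 5.3 nM AmpC reagent; cpd preinc 15 min RT; nitrocefin (800 uM stock) to start; A480 q20 s × 4 min; Activity was normalised to no-enzyme and no-compound control wells.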
AMA1-RON2 inh = inhibitors of Plasmodium falciparum AMA1-RON2 interaction; Potency, µM (doses to about 58.2 µM), for inactives: top-dose activity change, negative = inhibition, actives largely listed as inhibitors; AlphaScreen AMA1-biotinylated RON2 peptide binding; 0.2% of 360,000 active;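 note: potency is the fitted concentration of half-maximal effect; 0% = vehicle wells and -100% = peptide control; nearly all actives have a fitted effect of over 45% in size; some results filed as inactive show a strong effect at the top dose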
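AMA1 (3D7) with his tag at 25 nM final met compounds first, then biotinylated RON2 peptide at 25 nM; detection used donor plus acceptor beads, 10 µg/mL apiece, read by AlphaScreen after 30 min at room temperature.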
AmpC inh detg = blocks E. coli AmpC beta-lactamase in detergent assay; AmpC hydrolysis of nitrocefin, absorbance 480 nm, 0.01% Triton; Potency, µM (series often up to 114 µM), without a hit: at the top dose activity change, negative = inhibition, actives largely listed as inhibitors; 0.041% of 370,000 active;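 note: potency is the fitted concentration of half-maximal effect; 0% = no-compound wells and -100% = no-enzyme wells; nearly all actives have a fitted effect of over 25% in size; some results filed as inactive show a strong effect at the top dose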
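AmpC (5.3 nM in the dispensed reagent) in 20 mM phosphate pH 7.0 with 0.01% (detergent screen) or 0.0001% Triton X-100 was preincubated with compounds for 15 min at room temperature. Nitrocefin was then added from an 800 uM solution, and hydrolysis was followed at 480 nm.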
TbPYK inhibitor = inhibitors of Trypanosoma brucei pyruvate kinase; TbPYK enzyme, Kinase-Glo Plus ATP luminescence, 45 min; 0.12% of 410,000 active; Potency, µM (top dose mostly 76.8 µM), for inactives: at the top dose activity, negative = inhibition, actives largely listed as inhibitors; AID 624173; note: potency is the fitted concentration of half-maximal effect; nearly all actives have a fitted effect of over 50% in size
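Activity of T. brucei pyruvate kinase was followed by Kinase-Glo Plus luminescence after the enzyme reacted 45 min at room temperature with 130 uM ADP (final) and substrate. Test compounds were added before ADP at multiple concentrations.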
LmPK inhibitor = blocks Leishmania mexicana pyruvate kinase activity; Q27686; purified LmPK, Kinase-Glo ATP luminescence, 1 h; Potency, µM (doses to about 57.5 µM), without a hit: at the top dose activity change, negative = inhibition, actives largely listed as inhibitors; 0.37% of 290,000 active; AID 1721; note: potency is the fitted concentration of half-maximal effect
Target sequence (Q27686 whole entry, looked up): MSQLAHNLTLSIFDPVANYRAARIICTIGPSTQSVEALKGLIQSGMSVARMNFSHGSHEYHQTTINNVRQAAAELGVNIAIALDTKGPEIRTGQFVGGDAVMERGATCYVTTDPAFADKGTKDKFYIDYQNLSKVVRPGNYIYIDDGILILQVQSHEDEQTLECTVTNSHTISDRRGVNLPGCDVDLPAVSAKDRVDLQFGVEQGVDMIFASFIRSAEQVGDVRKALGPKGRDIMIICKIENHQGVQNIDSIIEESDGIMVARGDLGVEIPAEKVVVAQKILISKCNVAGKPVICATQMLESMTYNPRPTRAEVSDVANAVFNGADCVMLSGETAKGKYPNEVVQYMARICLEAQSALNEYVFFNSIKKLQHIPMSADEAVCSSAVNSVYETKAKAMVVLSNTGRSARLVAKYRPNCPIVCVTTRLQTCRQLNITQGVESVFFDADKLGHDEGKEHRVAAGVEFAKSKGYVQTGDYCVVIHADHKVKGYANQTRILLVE
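qHTS format; LmPK 0.1 nM; substrates PEP 0.5 mM and ADP 0.1 mM. One-hour room-temperature incubation, then coupled luciferase luminescence; 0.5 nM enzyme wells mark activation.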
* hit, by the source's call; ? = inconclusive; . = not tested or not shown; & = joins results of further samples; [ ] = another dose, or the depositor's remark. Unless noted, calls come from the whole dose curve; as a rule, active = well fitted curve in the direction sought with a large enough effect; inconclusive = small, poorly fitted or top-dose-only effect, or another doubt; inactive = no such curve, though single readings can be large; an effect the other way counts as inactive or inconclusive. Unless noted, % is set by controls: 0 for no effect and ±100 for the full control effect.

SMILES | HCMV inh | HCV inhibitor | AmpC no deterg | AMA1-RON2 inh | AmpC inh detg | TbPYK inhibitor | LmPK inhibitor
O=C(NC(=S)NC1CCCCC1)c1ccccc1[N+](=O)[O-] | 19 | -8% | -24% | 59%[activator] | -9% | -2% | 1%
N#CC1=C(N2CCCCC2)c2cc3c(n2C1=O)CCCC3 | ? | ? | -1% | -7% | ? | -6% | -1%
CCOc1cc(N2CCOCC2)c(OCC)cc1NC(=O)c1ccc2ccccc2n1 | 21 | ? | -33% | -19% | 4% | -13% | 13%
CCOC(=O)c1oc2ccc(S(=O)(=O)n3nc(-c4ccccc4)cc3N)cc2c1C | 0 | 1% | -24% | -5% | -13% | -1% | 12%
Cc1ccc(NC(=O)COc2ccc3oc4c(c3c2)CCCC4)c(C)c1 | -19 | . | . | . | 18% | -5% | .
Cc1ccc(-c2nc3ccccc3o2)cc1NC(=O)c1cccc2c(Cl)cccc12 | -2 | . | . | . | -1% | 0% | .
CC(C)C(NC(=O)c1ccccc1)C(=O)OCC(=O)N1CCCC1 (stereo unspecified) | -31 | 1% | 30% | -2% | -9% | 5% | .
CN1CCN(NC(=S)NC2CCCC2)CC1 | -23 | 9% | -15% | -4% | 8% | -1% | 4%
CCCC(C)c1nnc(NC(=O)c2cc(C(=O)OC)cc([N+](=O)[O-])c2)s1 (stereo unspecified) | 12 | -9% | -33% | 41%[activator] | ? | ? | 0%
Cc1ccc(CN2C(=O)C(Cc3ccccc3)Nc3ncnc(N4CCOCC4)c32)cc1 (stereo unspecified) | -20 | . | . | -1% | . | -6% | .
Cc1ccc(CCNC(=O)CN(c2ccc(C)cc2)S(=O)(=O)c2c(C)noc2C)cc1 | 8&-11 | 5% | 63%[activator] | 1% | -3%&-7% | 7%&0% | -2%
O=C(c1ccc(C(F)(F)F)cc1)N1CCN(S(=O)(=O)c2ccc3c(c2)OCCCO3)CC1 | -30 | . | -36% | -5% | -4% | -13% | -8%
O=C(COC(=O)c1c2c(nc3ccccc13)/C(=C\c1cccs1)CCC2)Nc1ccccc1 | -20 | ? | -34% | 7% | 2% | -3% | 4%
COc1ccc(S(=O)(=O)N2CCC(C(=O)Oc3c(OC)cccc3OC)CC2)cc1OC | 105 | . | 147%[activator] | -21% | -8% | 3% | 0%
C=CCC1c2cccc(C(=O)O)c2C(=O)N1c1ccc(Cl)cc1 (stereo unspecified) | 13 | 7% | -21% | 7% | -8% | -11% | 4%
O=S(=O)(c1cccc(Cl)c1)N1CN(CC2CCCO2)c2nc3ccccc3nc21 (stereo unspecified) | 44 | ? | 70%[activator] | 14% | -3% | 1% | 11%
Cc1cccc(Cn2cnc3c(oc4ccccc43)c2=O)c1 | 30 | . | . | . | 2% | 3% | .
O=C(COC(=O)CC1CC2CCC1C2)Nc1ccc(F)cc1 (stereo unspecified) | 17 | 6% | -28% | 7% | 3% | -9% | 7%
CCc1ccc(CNC(=O)c2nn(-c3ccc(C)c(C)c3)nc2CO)cc1 | 12 | . | . | . | -3% | 2% | .
NC(=O)N/N=C/c1sc(=O)n(-c2ccccc2)c1Cl | 18 | 7% | -3% | -1% | 4% | -6% | 2%

Compound profiles (already shown):
N#CC1=C(N2CCCCC2)c2cc3c(n2C1=O)CCCC3 as listed: HCMV inh: ?; HCV inhibitor: ?; AmpC no deterg: -1%; AMA1-RON2 inh: -7%; AmpC inh detg: ?; TbPYK inhibitor: -6%; LmPK inhibitor: -1%
Cc1cccc(Cn2cnc3c(oc4ccccc43)c2=O)c1 as listed: HCMV inh: 30; HCV inhibitor: .; AmpC no deterg: .; AMA1-RON2 inh: .; AmpC inh detg: 2%; TbPYK inhibitor: 3%; LmPK inhibitor: .
COc1ccc(S(=O)(=O)N2CCC(C(=O)Oc3c(OC)cccc3OC)CC2)cc1OC as listed: HCMV inh: 105; HCV inhibitor: .; AmpC no deterg: 147%[activator]; AMA1-RON2 inh: -21%; AmpC inh detg: -8%; TbPYK inhibitor: 3%; LmPK inhibitor: 0%

Next part
SMILES | HCMV inh | HCV inhibitor | AmpC no deterg | AMA1-RON2 inh | AmpC inh detg | TbPYK inhibitor | LmPK inhibitor
CC(C)c1nc(SCC(=O)Nc2ccc([N+](=O)[O-])cc2Br)n[nH]1 | -18 | -20% | ? | 5% | 3% | 3% | 1%
CC(=O)c1ccc(NC(=O)C(C)Sc2nnnn2C)cc1 (stereo unspecified) | 26 | . | -24% | -19% | -2% | -5% | 2%
COc1ccc(CCN(C)C(=O)C2CCN(C(=O)Nc3ccccc3)CC2)cc1OC | -23 | -66% | 23% | -25% | ? | 6% | .
CC(C)OCCCNC(=O)C1CCN(S(=O)(=O)N2CCCCC2)CC1 | -6 | 20% | -7% | 2% | 1% | -3% | -3%
COc1ccc(-n2c(Cc3cccn3C)nnc2SCC(=O)Nc2ccccc2)cc1 | -17 | 9%&-14% | ? | -4% | -9% | -4% | 2%
COc1ccc(CNC(=O)c2nn(C)c3c2CSc2ccccc2-3)cc1 | ? | . | . | . | -1% | 3% | .
O=[N+]([O-])c1ccc(OCC2CC(c3ccccc3)=NO2)cc1 (stereo unspecified) | 32 | -5% | -22% | -8% | 0% | 1% | -1%
CC(C)c1ccc(OCC(=O)Nc2c3c(nn2C(C)(C)C)CS(=O)(=O)C3)cc1 | -12 | 1%[8.37 µM] | 31% | 12% | -18% | -7% | .
C=Cc1ccc(CN2CCCN(Cc3ccc(F)cc3)S2(=O)=O)cc1 | -31 | 0% | -20% | 37%[activator] | -17% | -9% | -2%
COc1ccc(OC)c(-n2c(O)cnc2Nc2nc(C)cc(C)n2)c1 | -4 | 5% | -4% | 14% | -11% | -1% | 2%
CCOc1ccc(NC(=O)OCCN2CCN(CCc3ccccc3)C(C)C2)cc1 (stereo unspecified) | ? | 11µM* | . | -5% | . | 2% | .
Cc1nc2cc(Oc3nc(NCCN(C)C)nc4ccsc34)ccc2s1 | -23 | . | . | -7% | . | -6% | .
CSc1cccc(NC(N)=O)c1 | -9 | 5% | -1% | -19% | 6% | -5% | 4%
CCOc1ccc(Nc2ccc(N)c(S(=O)(=O)O)c2)cc1 | ? | -25% | . | -6% | . | -17% | .
Cc1ccc(NC(=O)CN2CCN(c3ccccn3)CC2)c(Cl)c1 | 20 | 3% | 72%[activator] | -10% | 1% | 0% | 6%
Cc1cc(Cl)ccc1Oc1ccc(C(N)=O)cc1[N+](=O)[O-] | -29 | 20% | -22% | 4%[11.6 µM] | -10% | 2% | -2%
Cc1cc(=O)oc2cc(OCC(O)CN3CCN(c4ccc(F)cc4)CC3)ccc12 (stereo unspecified) | -13 | -15% | -20% | -5% | -17% | 4% | 0%
O=C([C@@H]1CCCN1C(=O)c1cccs1)N1CCN(S(=O)(=O)c2ccccc2F)CC1 | -27 | 17% | -12% | -4% | -13% | -2% | .
Cc1ccc(Cn2cc(CN3CC(N4CCCC4)CS3(=O)=O)nn2)cc1 (stereo unspecified) | -9 | . | . | 8% | . | -2% | .
Cc1ccc(C(C)(C)NC(=O)C2CCC(=O)N(C3CCCCCC3)C2)cc1 (stereo unspecified) | 63 | 8% | 144%[activator] | 16% | 6% | 1% | -10%
CC(=O)c1cccc(NC(=O)C2(C)Cc3c(-c4cccc(C(N)=O)c4)ccnc3O2)c1 (stereo unspecified) | 31 | . | . | -8% | . | 8% | .
COc1ccc(Cc2nc3ccc(C(=O)N(C)Cc4nccn4C)cc3o2)cc1 | -8 | . | . | 0% | . | -2% | .
Cc1ccc2c(c1)C1CN(C)CCC1N2C(=S)NC(=O)c1ccc(Cl)cc1Cl (stereo unspecified) | -16 | 23% | 14% | 75%[activator] | ? | -8% | 3%
O=C(NC1CCCCC1)N1CCN(Cc2ccco2)CC1 | -63* | 11% | -10% | -18% | 0% | -9% | 4%
C=C(C)COc1ccc(-c2ncncc2Oc2ccc(OC)cc2)c(O)c1 | 0 | -28% | -1% | 33%[activator] | 11% | -8% | -16%
O=S(=O)(/N=C(\c1ccccc1F)N1CCCCC1)c1ccccc1 | 26 | 18% | -8% | 4% | -8% | 0% | -3%
CCOc1ccc(CCNC(=O)CCc2cn(Cc3ccc(C)cc3)c3ccccc23)cc1 | -20 | . | . | . | -12% | -2% | .
COc1ccccc1C(=O)NNC(=O)c1ccccc1 | 103 | 1% | -2% | 6% | -9% | -2% | -28%
COc1cc(/C=C(\C#N)c2ccccn2)cc(OC)c1O | -11 | ? | -22% | -6% | 4% | -8% | 2%
CCC(=NCc1ccccc1)c1c(C(F)(F)F)[nH]n(-c2nc3ccccc3s2)c1=O | ? | 8% | -24% | -2% | -15% | . | 2%
CCc1ccc(OCc2nnc(SCCN3CCOCC3)n2C)cc1 | 1 | 19% | 78%[activator] | -12% | -10% | 2% | 0%
O=C(O)c1cc(N/N=C/c2ccc3c(c2)OCCO3)ccc1Cl | 163 | 0% | -23% | 6% | ? | -7% | 4%
COc1ccc(/C=C(/NC(=O)c2cccs2)C(=O)NCc2ccco2)cc1OC | ? | 12% | 4% | -13% | 9% | 8% | 0%
Cc1nc(SCC(=O)Nc2ccc3c(c2)OCCO3)c2oc3ccccc3c2n1 | -14 | -19% | -5% | -4% | -12% | -15% | 4%
O=C1CCC(N2C(=O)c3ccccc3C2=O)C(=O)N1 (stereo unspecified) | -2 | 26% | 14% | 9% | -1% | -6%&0% | 0%
COc1cccc(CN2CCN(Cc3cccc(Br)c3)CC2)c1OC | 15 | ? | 33% | ? | 1% | 0% | -9%
Cn1c(=O)c(C(=O)COC(=O)c2cc(C(F)(F)F)nc3ccccc23)c(N)n(Cc2ccccc2)c1=O | 53 | -10%[8.37 µM] | -40% | . | -7% | . | 1%
O=C(CCl)Nc1ccc2c(c1)OCO2 | -61* | ? | -23% | -1% | -6% | -3% | 6%
Cn1cnc([N+](=O)[O-])c1Sc1ccncn1 | 3 | . | . | 11% | . | 3% | .
Cc1cc(C(=O)NNC(=O)c2cccc(S(=O)(=O)N3CCOCC3)c2)c2ccccc2n1 | 62 | ? | -14% | -8% | 3% | -11% | -2%
COc1ccccc1CN=C1NC(=O)C(CC(=O)Nc2ccc(OC)c(OC)c2)S1 (stereo unspecified) | 25 | 10% | -15% | -5% | -7% | -1% | 5%
CCC(=O)N1CCc2cc(CNC(=O)Nc3cc(OC)c(OC)c(OC)c3)ccc21 | 1 | . | . | . | 12% | 0% | .
COc1cc(CNCCCN2CCOCC2)cc(Br)c1OCc1ccc(Cl)cc1 | -99* | 1.8µM* | 25%[2.29 µM] | -15% | 8% | 4% | -4%
